KCNK9 block: KCNK9 potassium channel inhibitors, primary screen, HEK293 cells, thallium flux. hit rate 1.2% among 310,000. B-score at 10 µM. AID 488922, 2010. FluxOR thallium flux fluorescence; stronger effect = lower value. Potassium channel subfamily K member 9 (Homo sapiens), Q9NPC2;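 active means ratio B-score over 3 SD below the library mean, with starting fluorescence within 5 SD of its mean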;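 further: negative B-score means less thallium flux so channel inhibition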
ANO1 block: TMEM16A chloride channel inhibitors, primary screen, cell-based, HTS; Anoctamin-1 (Mus musculus), Q8BHY3; HEK293 TMEM16A/YFP iodide influx fluorescence, ionomycin; normalized B-score (activity score, 25-100; higher = stronger inhibition) at 10 µM; hit rate 1.2% among 310,000; AID 588511, 2011;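 active means ratio plate-corrected score three or more library SD toward inhibition, starting fluorescence score within five deviations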;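 further: score derived from kinetic fluorescence span divided by baseline fluorescence per well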
Target sequence (Q8BHY3 whole entry, looked up): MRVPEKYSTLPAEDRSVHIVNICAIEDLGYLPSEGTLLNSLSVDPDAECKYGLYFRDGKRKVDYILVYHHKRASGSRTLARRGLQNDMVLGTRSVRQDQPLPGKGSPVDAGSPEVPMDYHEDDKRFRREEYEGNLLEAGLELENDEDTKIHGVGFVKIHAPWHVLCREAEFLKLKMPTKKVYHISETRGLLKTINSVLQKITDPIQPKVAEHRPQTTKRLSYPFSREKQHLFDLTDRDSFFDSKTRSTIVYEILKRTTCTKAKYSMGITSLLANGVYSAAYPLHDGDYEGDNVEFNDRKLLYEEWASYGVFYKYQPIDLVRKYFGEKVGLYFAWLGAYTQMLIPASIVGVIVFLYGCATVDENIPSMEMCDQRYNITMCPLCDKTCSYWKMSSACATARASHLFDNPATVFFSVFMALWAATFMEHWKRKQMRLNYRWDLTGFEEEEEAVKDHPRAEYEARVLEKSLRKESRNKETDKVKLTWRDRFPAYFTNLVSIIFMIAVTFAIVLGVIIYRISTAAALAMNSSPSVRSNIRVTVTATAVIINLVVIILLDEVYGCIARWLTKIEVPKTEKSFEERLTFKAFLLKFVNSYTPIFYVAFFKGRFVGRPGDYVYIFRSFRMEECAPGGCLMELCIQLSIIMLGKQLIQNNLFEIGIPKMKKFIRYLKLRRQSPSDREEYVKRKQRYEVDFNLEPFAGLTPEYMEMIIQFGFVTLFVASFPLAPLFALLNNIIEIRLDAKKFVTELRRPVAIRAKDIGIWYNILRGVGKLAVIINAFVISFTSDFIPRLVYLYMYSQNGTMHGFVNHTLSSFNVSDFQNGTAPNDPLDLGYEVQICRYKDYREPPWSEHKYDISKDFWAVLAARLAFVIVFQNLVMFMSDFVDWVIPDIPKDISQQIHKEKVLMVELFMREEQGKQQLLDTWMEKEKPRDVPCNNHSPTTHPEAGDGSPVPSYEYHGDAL
KCNQ1 block: inhibitors of human KCNQ1 channel, primary screen, cell-based, thallium flux, high-throughput; Potassium voltage-gated channel subfamily KQT member 1 (Homo sapiens), P51787; CHO-K1 KCNQ1, FluxOR thallium flux fluorescence; stronger effect = higher value; B-score at 10 µM; hit rate 1.3% among 310,000; AID 2642, 2010;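 active means compounds whose thallium flux B-score, printed positive for inhibition, exceeds three library SD while starting fluorescence stays within three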;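 further: channel opened by potassium depolarization with thallium stimulus after 20 min compound exposure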
KCNK3 block: human KCNK3 channel inhibitors, primary screen, CHO cells, FluxOR thallium flux, B-score | Potassium channel subfamily K member 3 (Homo sapiens), O14649 | FluxOR fluorescence; stronger effect = lower value | B-score at 10 µM | hit rate 0.84% among 340,000 | AID 602410, 2012;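 active means B-score under library mean minus 4 SD, starting fluorescence ratio at most library mean plus 5 SD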;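 further: more negative B-score means stronger inhibition of thallium flux through KCNK3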
hERG rescue: hERG rescue from dofetilide block, primary screen, cell-based, CHO-hERG, FluxOR thallium flux, dofetilide IC70; AID 1511, 2009; hit rate 0.51% among 310,000; dofetilide IC70 present; activation (rescue from dofetilide block), less the hit threshold, % at 10 µM; Voltage-gated inwardly rectifying potassium channel KCNH2 (Homo sapiens), Q12809;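 active means activation above the mean of controls blocked by dofetilide plus 5 SD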;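 further: thallium influx through hERG after potassium depolarization seen as dye fluorescence rise; in these data hits start at about 4.7%; inactives centre near -7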
KCNQ1 pot: potentiators or activators of KCNQ1 channel, primary screen, cell-based, thallium flux, high-throughput; Potassium voltage-gated channel subfamily KQT member 1 (Homo sapiens), P51787; CHO-K1 KCNQ1, thallium flux FluxOR fluorescence; stronger effect = higher value; B-score at 10 µM; hit rate 0.35% among 310,000;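 active means fluorescence ratio B-score, a plate-corrected score, at least three library SD, with initial intensity B-score within 5 SD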
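System: CHO-K1 cells stably expressing KCNQ1 / Medium: assay buffer for compound exposure, DMSO matched across wells / Reagent: thallium- and potassium-containing depolarizing buffer / Compound: one concentration, matched DMSO / Incubation: 20 min compound pretreatment at room temperature / Measured by: kinetic FluxOR fluorescence, 10 s baseline plus 110 s post-stimulus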
RGS4 pot: RGS4 potentiators or activators, primary screen, cell-based, HEK293 M3R inducible RGS4, calcium flux; carbachol calcium flux Fluo4; stronger effect = lower value; B-score at 10 µM; hit rate 0.92% among 310,000; AID 463111, 2010;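 active means B-score of the integrated calcium signal more than 4 SD below the library mean, with starting fluorescence not abnormally high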;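 further: negative B-score means reduced calcium response which marks RGS4 activation or potentiation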
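test system = HEK293 cells with stable M3R and inducible RGS4 | schedule = recording 10 s baseline at 1 Hz, 100 s post-agonist | technique = Fluo4-AM (2 µM) calcium-flux fluorescence, kinetic read | measure = Agonist-evoked peak-minus-minimum fluorescence over baseline, integrated ratio, B score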
TMEM16A act: TMEM16A chloride channel activators or potentiators, primary screen, cell-based, HTS. hit rate 0.3% among 340,000. B-score at 10 µM. AID 623877, 2012. HEK293 TMEM16A/YFP-H148Q/I152L, iodide quench fluorescence; stronger effect = lower value;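 active means fluorescence-ratio B-score plate-corrected deviation score at least 3 library SD below zero, with starting fluorescence score within 5 deviations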;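 further: channel opened by trigger with iodide after compound preincubation; score built on the fluorescence ratio of max minus min over baseline; more negative score means more quench and so TMEM16A activation or potentiation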
HDAC3 inhib: HDAC3 deacetylase inhibitors, primary screen, biochemical, fluorescence, cell-free homogeneous. Histone deacetylase 3 (Homo sapiens), O15379. AID 2718, 2010. recombinant HDAC3, fluorogenic peptide/trypsin coupled. hit rate 0.15% among 320,000. inhibition, % at 8.3 µM; in the data active means inhibition above about 26%, passing the limit was not always enough; inconclusive means no clear call, values can overlap the other calls
SKKanGAS inh: S. pyogenes SKKanGAS growth inhibitors in kanamycin, primary screen, streptokinase expression inhibitor project, SKKanGAS strain, BacTiter-Glo luminescence; 6 h; inhibition, % at 7.5 µM; hit rate 1.3% among 300,000;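 active means mean replicate score, as percent of positive control median, at least 50; inconclusive means mean below 50 but one replicate at or above 50; inactive means mean and every replicate below 50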;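 further: strain carries kanamycin resistance gene driven by streptokinase promoter and grows in 40 µg/ml kanamycin; loss of luminescence reflects streptokinase promoter inhibition or plain growth inhibition; 0% = median of DMSO wells and 100% = positive control at its reference dose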
RGS4 inh: RGS4 inhibitors, primary screen, cell-based, HEK293 M3R inducible RGS4, calcium flux | Regulator of G-protein signaling 4 (Homo sapiens), P49798 | Fluo-4 calcium flux; stronger effect = higher value; triggered by carbachol at its EC20 | B-score at 10 µM | hit rate 0.45% among 310,000;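 active means B-score, a plate-corrected calcium signal, over three deviations above library mean, with baseline fluorescence within five deviations of library mean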;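 further: RGS4 expression induced by doxycycline in cells with stable M3 receptor; B-score is computed from the integrated fluorescence ratio over baseline after carbachol; higher B-score means a larger calcium signal and so more RGS4 inhibition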
* = called active by the depositor; i = inactive; u = inconclusive. Rows are unselected. About 6.3% of those tested had a hit in this group.

SMILES	KCNK9 block	ANO1 block	KCNQ1 block	KCNK3 block	hERG rescue	KCNQ1 pot	RGS4 pot	TMEM16A act	HDAC3 inhib	SKKanGAS inh	RGS4 inh
Cc1ccc(C)c(CSc2nnc([C@@H]3CCCN3)o2)c1	i	i	i	i	-9	i	i	i	-2	-4	i
CN(c1ccccc1)S(=O)(=O)c1cccc(NC(=O)COC(=O)C2CCCCC2)c1	i	i	i	i	-12	i	i	i	6	-5	i
O=C(NCc1ccc(F)cc1)C(c1ccccc1)c1ccccc1	i	i	i	i	-1	i	i	i	-4	17	i
CCc1ccc(/C(C)=N/NC(=O)CNC(=O)/C=C/c2ccccc2OC)cc1	i	i	i	i	-2	i	i	i	-1	8	i
O=C(CCn1cnc2ncccc2c1=O)N1CCN(c2cccc(Cl)c2)CC1	i	i	i	i	-3	i	i	i	2	-5	i
COc1ccc(S(=O)(=O)N(CC(=O)N2CCN(C)CC2)c2ccccc2)cc1OC	i	i	i	i	-10	i	i	i	1	3	i
COc1ccc(C(C(=O)NCC2CCCO2)N(C(=O)CNC(=O)c2cccs2)c2ccc(C)cc2)cc1OC (configuration not stated)	i	i	i	i	-6	i	i	i	5	-3	i
O=C(CN1CCOCC1)N1CCc2ccccc2C(c2ccccc2)C1 (configuration not stated)	i	i	i	i	-5	i	i	i	-6	3	i
O=C(c1ccccc1F)N1CCCc2ccccc21	i	i	i	i	-3	i	i	i	-2	1	i
C/C(=N\NC(=O)c1cccnc1)c1ccccc1	i	i	i	i	-3	i	i	i	3	6	i
CC(C)[n+]1ccn(C2=C([O-])c3ccccc3C(=O)/C2=N\S(=O)(=O)c2ccccc2)c1	i	i	i	i	-9	i	i	i	5	-7	i
CC1(C)CC(=O)C=C(C(=O)N2CCCC(C(=O)c3cccc(Cl)c3)C2)O1 (configuration not stated)	i	i	i	i	-4	i	i	i	2	2	i
O=C(Nc1ccccc1)c1ccsc1	i	i	i	i	-2	i	i	i	4	3	i
CC1CCN(Cc2c(C(=O)O)nnn2-c2nonc2N)CC1	i	i	i	i	-6	i	i	i	0	1	i
CCNc1nc(NCC)nc(N(C)/N=C/c2ccco2)n1	i	i	i	i	-2	i	i	i	6	16	i
S=C(NCCN1CCCCC1)Nc1ccc(Br)cc1	i	i	i	i	-14	i	i	i	-5	-3	i
CN1CCN(c2nc3c(c(=O)[nH]c(=O)n3C)n2CCSc2nc3ccccc3s2)CC1	i	i	i	i	-1	i	i	i	1	-4	i
COc1ccc(C2C=C(c3ccc(Br)cc3)Nc3nc(N4C(=O)CCC4=O)nn32)cc1 (configuration not stated)	i	i	i	i	-16	i	i	i	4	9	i
COCCNC(=O)C(C)N(c1ccc(Oc2ccccc2)cc1)S(C)(=O)=O (configuration not stated)	i	i	i	i	-2	i	i	i	1	3	i
O=C(NNC(=S)Nc1ccc(Cl)c(Cl)c1)c1cccc([N+](=O)[O-])c1	i	100*	11*	i	-26	i	i	i	11	0	i
CCCSc1ccc([C@@H]2[C@H]3C(=O)N(CC)C(=O)[C@H]3[C@]3(C(=O)OC)CCCCN23)cc1	i	i	i	i	-5	i	i	i	u	14	i
COc1ccc(S(=O)(=O)N(C)C)cc1NC(=O)Cc1c[nH]c2ccccc12	i	i	i	i	-6	i	i	i	-2	6	i
N#CC(c1ccc(Cl)cc1)c1ccc(Cl)nn1 (configuration not stated)	i	i	i	i	-4	i	i	i	1	1	i
CCOC(=O)C1=C(C)N(C)C(C)=C(C(=O)OCC)C1c1cccnc1	i	i	i	i	1	i	i	i	0	-1	i
CCOc1ccc2nc(SCCNS(=O)(=O)c3ccccc3)sc2c1	i	i	i	i	-10	i	i	i	0	-5	i
CCCC(=O)Nc1ccc(NC(=O)C2CC2)cn1	i	i	i	i	-4	i	i	i	-7	1	i
Cc1ccccc1S(=O)(=O)c1cc2ccccc2nc1N	i	i	i	i	-9	i	i	i	6	-2	i
O=C(CCNS(=O)(=O)c1ccc(Br)cc1)NC1CCN(Cc2ccccc2)CC1	i	i	i	i	-8	i	i	i	3	-2	i
O=C(Nc1nnc(C2CC2)s1)C1Cc2ccccc2CN1S(=O)(=O)c1cccs1 (configuration not stated)	i	i	i	i	-1	i	i	i	3	-7	i
COc1ccc(OC)c(C2=NO[C@@H]3C(=O)N(c4cc(Cl)ccc4OC)C(=O)[C@H]23)c1	i	i	i	i	-4	i	i	i	-6	7	i
Cc1nn(-c2ccc(F)cc2)c(Cl)c1/C=C/C(=O)OCC(=O)Nc1c(F)c(F)c(F)c(F)c1F	i	i	i	i	-14	i	i	i	-1	-1	i
COCc1nnc(SCC(=O)Nc2cccc(Cl)c2C)n1-c1ccccc1	i	i	i	i	-12	i	i	i	-8	7	i
CCC(NS(=O)(=O)c1ccc2c(c1)NC(=O)C(C)C(=O)N2)c1cccs1 (configuration not stated)	i	i	i	i	-1	i	i	i	-2	0	i
O=C(O)c1cc2cc(OCc3ccccc3)ccc2[nH]1	i	i	i	i	0	i	i	i	-10	5	i
Cc1cccc(C)c1NC(=O)c1cc2c(=O)c3ccccc3oc2nc1C(F)(F)F	i	i	i	i	-1	i	i	i	-2	1	i
CCOC(=O)c1cccc(NC(=O)c2ccc(N(C)C)cc2)c1	i	i	i	i	-6	i	i	i	6	-7	i
Cc1cc(C(=O)N2CCN(c3ncccn3)CC2)cs1	i	i	i	i	-11	i	i	i	-4	1	i
CCC(NC(=O)c1ccc(C#CC2(O)CCCCC2)cc1)C(=O)O (configuration not stated)	i	i	i	i	-3	i	i	i	-7	-5	i
Cc1sc(NC(=O)c2ccccc2)c(C(c2ccc(Cl)cc2)N2CCN(CCO)CC2)c1C (configuration not stated)	i	i	i	i	-2	i	i	i	u	3	i
O=C(Nc1ccc(O)cc1)C1CC=CCC1 (configuration not stated)	i	i	i	i	-11	i	i	i	-10	6	i
CCOC(=O)c1sc(NC(=O)c2ccc(OC)cc2)nc1C	i	i	i	i	-10	i	i	i	-11	-2	i
Cc1nn(CC(=O)O)c(C)c1C	i	i	i	i	-9	i	i	i	0	-1	i
CC(=O)Nc1ccc(S(=O)(=O)N2CCN(C(=O)c3ncoc3-c3ccc(F)cc3)CC2)cc1	i	i	i	i	-5	i	i	i	3	0	i
C=CCSc1nnc(-c2cc3c(-c4ccccc4)nn(C)c3s2)n1C	i	i	i	i	-12	i	i	i	-10	-16	i
O=C(NCCc1ccccc1)C(=O)NCC1OCCN1S(=O)(=O)c1ccc2c(c1)OCCO2 (configuration not stated)	i	i	i	i	-4	i	i	i	-1	0	i
CCn1cc([N+](=O)[O-])c(C(=O)Nc2ccc3c(c2)OCCO3)n1	i	i	i	i	-2	i	i	i	6	7	i
COc1ccc(CNCCC2(Cc3ccccc3)CC(C)N(C)CC2C)cc1OC (configuration not stated)	i	i	i	i	-14	i	i	i	3	-24	i
Cc1ccc(C(=O)Nc2ccc(S(=O)(=O)N3CCc4ccccc43)cc2)o1	i	i	i	i	-5	i	i	i	8	1	i
Cc1onc(-c2c(Cl)cccc2Cl)c1C(=O)NCCCN1CCOCC1	i	i	i	i	-10	i	i	i	-13	0	i
CC1CCN(c2nc3c(c(=O)n(C)c(=O)n3C)n2Cc2ccccc2)CC1	i	i	i	i	-16	i	i	i	5	5	i

Following part.
SMILES	KCNK9 block	ANO1 block	KCNQ1 block	KCNK3 block	hERG rescue	KCNQ1 pot	RGS4 pot	TMEM16A act	HDAC3 inhib	SKKanGAS inh	RGS4 inh
C=CCn1nc(-c2ccccc2)c2c(C)onc2c1=O	i	i	i	i	-1	i	i	i	u	7	i
O=C(CCN1C(=O)C2CCCCC2C1=O)N1CCN(S(=O)(=O)c2cccc(F)c2)CC1 (configuration not stated)	i	i	i	i	-8	i	i	i	-1	-5	i
Nc1nc2c(nc(SCc3ccccc3Br)n2[C@@H]2O[C@H](CO)[C@@H](O)[C@H]2O)c(=O)[nH]1	i	i	i	i	-6	i	i	i	3	1	i
CC(CC(=O)Nc1ccc(-c2ccno2)cc1)n1cccn1 (configuration not stated)	i	i	i	i	-8	i	i	i	4	-4	i
CCOC(=O)C1CCN(S(=O)(=O)Cc2ccc(Cl)cc2)CC1	i	i	i	i	-8	i	i	i	4	3	i
COc1ccccc1N1CCN(C(=O)c2cc3cc(C)ccc3[nH]2)CC1	i	i	i	i	-1	i	i	i	5	7	i
CCCc1cc(C(=O)Nc2nnc(C)s2)cs1	i	i	i	i	-4	i	i	i	-1	-8	i
CCC1C(=O)N=C(SCC(=O)Nc2nc3ccccc3s2)NC1=O (configuration not stated)	i	i	i	i	-8	i	i	i	5	-5	i
Cc1ccc(NC(=O)Cn2c(O)c(N=NS(=O)(=O)c3ccc(C)cc3)c3ccccc32)cc1	i	i	i	i	-9	i	i	i	-1	3	i
CC(NC(=O)c1ccccc1OC(F)F)c1ccc(-n2ccnc2)cc1 (configuration not stated)	i	i	i	i	-4	i	i	i	5	2	i
CCNC(=O)c1sc(=S)n(CC)c1N	i	i	i	i	-4	i	i	i	10	-3	i
Cc1ccc(CN2CCN(Cc3c[nH]c4ccccc34)CC2CCO)o1 (configuration not stated)	i	i	i	i	-7	i	i	i	6	1	i
N#CCCCSc1nnnn1-c1cccc(Cl)c1	i	i	i	i	1	i	i	i	0	-4	i
C=C1CCN([C@H](C(=O)O)C(C)C)S(=O)(=O)c2ccccc21	i	i	i	i	-8	i	i	i	-2	-1	i
O=C(O)Cc1csc(Nc2cccc(Cl)c2)n1	i	i	i	i	-1	i	i	i	2	1	i

Assay outcomes from PubChem BioAssay.
